Growth percent in the NCI-60 one-dose screen (48 h, 10 µM unless noted): 100 = growth as untreated, 0 = no growth, -100 = all killed.
OVCAR-3 – OVCAR-3 ovarian cancer; actives 7% (n = 79,000); AID 1794787
OVCAR-8 – OVCAR-8 ovarian cancer | actives 4.4% (n = 81,000)
NCI-H460 – NCI-H460 lung cancer. actives 6.8% (n = 82,000). AID 1794736
NCI/ADR-RES – NCI/ADR-RES ovarian cells; actives 4.4% (n = 81,000)
NCI-H522 – NCI-H522 lung cancer; AID 1794739; actives 8% (n = 78,000)
NCI-H226 – NCI-H226 lung cancer. actives 3.5% (n = 79,000). AID 1794732
NCI-H322M – NCI-H322M lung cancer. actives 2.7% (n = 80,000). AID 1794733
NCI-H23 – NCI-H23 lung cancer | actives 4% (n = 80,000)
OVCAR-5 – OVCAR-5 ovarian cancer | actives 2.9% (n = 82,000)
* hit, by the source's call; . = not tested or not shown. The calls were made as follows: active = growth percent below 10; inactive = the rest.

The opening 4 entries (preview)
#1 COc1cc(/C=C/C(=O)c2cnn(-c3cc(=O)[nH]c4ccc(Cl)cc34)c2C)cc(OC)c1OC
#2 COc1ccc(C2=NN3C(C2)c2cc(Br)ccc2OC3c2ccncc2)cc1 (centres undefined)
#3 CC(=O)NC(N)=S
#4 Cc1nc2ccccc2c(=O)n1C

entry no.	1	2	3	4
OVCAR-3	-62*	80	119	116
OVCAR-8	-0.4*	83	104	105
NCI-H460	-39*	59	105	108
NCI/ADR-RES	-20*	82	110	104
NCI-H522	-63*	60	96	97
NCI-H226	-24*	93	103	110
NCI-H322M	7.2*	76	.	111
NCI-H23	-56*	82	103	103
OVCAR-5	-52*	88	116	126

The whole of this part, from the first entry:
#1 COc1cc(/C=C/C(=O)c2cnn(-c3cc(=O)[nH]c4ccc(Cl)cc34)c2C)cc(OC)c1OC
#2 COc1ccc(C2=NN3C(C2)c2cc(Br)ccc2OC3c2ccncc2)cc1 (centres undefined)
#3 CC(=O)NC(N)=S
#4 Cc1nc2ccccc2c(=O)n1C
#5 COc1ccc(C2=NN(C(=O)c3ccc(S(C)(=O)=O)cc3)C(c3ccccc3)C2)cc1 (centres undefined)

entry no.	1	2	3	4	5
OVCAR-3	-62*	80	119	116	107
OVCAR-8	-0.4*	83	104	105	98
NCI-H460	-39*	59	105	108	104
NCI/ADR-RES	-20*	82	110	104	101
NCI-H522	-63*	60	96	97	66
NCI-H226	-24*	93	103	110	87
NCI-H322M	7.2*	76	.	111	98
NCI-H23	-56*	82	103	103	101
OVCAR-5	-52*	88	116	126	109

#6 COc1ccc(-c2nc3sc4c(c3c(=O)[nH]2)CCCCCC4)cc1
#7 CN1C(=O)C(C2=NN(C=O)C(c3ccc(Cl)cc3)C2)C(=O)N(C)C1=O (centres undefined)
#8 NC(=O)C(=O)c1c[nH]c2ccccc12
#9 CN(C)c1ncnc2c1ncn2C1CCCCO1 (centres undefined)
#10 O=C1Nc2ccccc2C1C1c2ccccc2NC(=O)N1Cc1ccccc1 (centres undefined)

entry no.	6	7	8	9	10
OVCAR-3	44	72	106	113	121
OVCAR-8	71	79	101	107	101
NCI-H460	33	40	112	113	107
NCI/ADR-RES	51	43	107	108	91
NCI-H522	.	.	98	.	89
NCI-H226	87	69	101	98	99
NCI-H322M	74	71	94	99	100
NCI-H23	81	78	104	101	92
OVCAR-5	84	77	111	104	96

#11 Cc1nn(-c2ccccc2)c2c1N=c1s/c(=C\c3ccc(Cl)cc3)c(=O)n1C(C)N2 (centres undefined)
#12 COc1ccc(S(=O)(=O)NC(=O)NC2C(O)OC(CO)C(O)C2O)cc1 (centres undefined)
#13 Cc1ccc(-c2cc(-c3ccc(Br)s3)[nH]c(=O)c2C#N)s1
#14 c1ccc2nc3ccccc3nc2c1
#15 CC(=O)O[C@H]1C[C@H](n2cc(F)c(N)nc2=O)O[C@]1(C)CO

entry no.	11	12	13	14	15
OVCAR-3	.	119	108	102	107
OVCAR-8	.	107	106	104	51
NCI-H460	97	104	104	105	28
NCI/ADR-RES	90	106	100	95	57
NCI-H522	78	98	103	104	81
NCI-H226	87	.	.	97	65
NCI-H322M	101	99	100	100	96
NCI-H23	93	106	102	98	86
OVCAR-5	99	102	106	110	111

#16 Oc1c(Cl)c(Cl)c(Cl)c2ccccc12
#17 Cc1ccccc1N1CCN(C(=S)c2ccccc2)CC1
#18 NC(N)=N/N=C/c1ccccc1F
#19 COc1ccc(-c2nc(NCC(=O)c3ccc(Cl)cc3)[nH]c(=O)c2C#N)cc1
#20 Cc1cc(C)nc(NS(=O)(=O)c2ccc(Nc3ccc4c5c(n(CCCN(C)C)c(=O)c4c3)-c3ccccc3C5=O)cc2)n1

entry no.	16	17	18	19	20
OVCAR-3	119	108	129	102	84
OVCAR-8	99	96	103	104	74
NCI-H460	106	92	103	115	29
NCI/ADR-RES	101	102	111	104	99
NCI-H522	106	48	110	89	73
NCI-H226	99	92	98	115	83
NCI-H322M	109	102	96	97	109
NCI-H23	100	81	102	100	84
OVCAR-5	114	93	105	103	111

#21 CC[C@H](C)[C@H](NC(=O)[C@@H](CCSC)NC(=O)[C@@H](CCC(N)=O)NC(=O)CNC(=O)[C@H](CCCCN)NC(=O)[C@H](CC(C)C)NC(=O)[C@@H](CCCNC(=N)N)NC(=O)[C@H](CC(C)C)NC(C)=O)C(=O)N[C@H](Cc1ccc(O)cc1)C(=O)N[C@@H](CC(C)C)C(=O)N[C@H](CCCNC(=N)N)C(=O)N[C@H](CCCNC(=N)N)C(=O)N[C@H](CCCNC(=N)N)C(=O)N[C@H](CCCNC(=N)N)C(=O)N[C@H](CCCNC(=N)N)C(=O)N[C@H](CCCNC(=N)N)C(=O)N[C@H](CCCNC(=N)N)C(=O)N[C@H](CCCNC(=N)N)C(=O)O
#22 CC(C)S(=O)(=O)O
#23 COc1ccc(C2=C/C(=C\c3ccc(O)c(OC)c3)C(=O)N2Cc2ccccc2)cc1
#24 CCC(=O)C(C#N)c1ccccc1 (centres undefined)
#25 CCOc1c(OC)cc2c(c1O)C(=O)N[C@@H]1[C@@H](O)[C@@H](O)[C@H](O)C[C@@H]21

entry no.	21	22	23	24	25
OVCAR-3	103	103	101	108	102
OVCAR-8	106	105	93	109	101
NCI-H460	94	105	95	97	112
NCI/ADR-RES	112	106	97	98	110
NCI-H522	101	93	75	89	92
NCI-H226	102	.	98	105	100
NCI-H322M	108	95	82	108	103
NCI-H23	98	104	102	93	107
OVCAR-5	101	110	95	106	99

#26 O=S(=O)(NCCCNc1cc(-c2cn(-c3ccccc3)nc2-c2cccc(O)c2)ccn1)c1ccc(Br)cc1
#27 Cc1ccc2c(-c3nnc(N)s3)cc(=O)oc2c1C
#28 CCn1cc(C(=O)O)c(=O)c2cc(F)c(N3CCN(C(=O)c4ccc([N+](=O)[O-])cc4)C(C)C3)c(F)c21 (centres undefined)
#29 CCCCSc1nc(N)nc2c1ncn2C1OC(CO)C(O)C1O (centres undefined)
#30 Cc1cc2c(cc1C)Nc1sc(N)nc1C(=O)N2

entry no.	26	27	28	29	30
OVCAR-3	22	110	100	108	114
OVCAR-8	19	96	104	102	96
NCI-H460	5.7*	102	103	124	102
NCI/ADR-RES	16	102	97	108	108
NCI-H522	26	102	99	80	102
NCI-H226	22	98	96	111	88
NCI-H322M	21	98	87	108	103
NCI-H23	25	95	103	93	100
OVCAR-5	23	114	91	111	99

#31 Cc1coc(NS(=O)(=O)c2ccc(N=Nc3c(N)n(C)c(=O)n(C)c3=O)cc2)c1C
#32 CC(=O)OCCN1C(=O)c2ccccc2C1=O
#33 COc1cc(C(=O)N/N=C/c2cc3ccc(OCc4ccccc4)cc3nc2OC)cc(OC)c1OC
#34 Cc1ccc(-n2nc3c(c(C#N)c2=O)CC(c2ccoc2)C([N+](=O)[O-])=C3O)cc1 (centres undefined)
#35 COc1ccc(-c2nn(-c3cccc(NC(=O)Nc4cccc(C(F)(F)F)c4)c3)cc2-c2ccncc2)cc1Cl

entry no.	31	32	33	34	35
OVCAR-3	113	113	92	114	3.9*
OVCAR-8	101	95	76	105	-4.6*
NCI-H460	110	108	86	109	2.4*
NCI/ADR-RES	94	100	90	103	0.7*
NCI-H522	89	74	75	98	-6.9*
NCI-H226	97	116	71	106	26
NCI-H322M	83	106	98	107	24
NCI-H23	92	97	92	99	5.4*
OVCAR-5	110	97	87	107	56

#36 CCc1ccc(-c2ccc(NC3CCCCCC3)nn2)cc1S(N)(=O)=O
#37 NC(=S)Nc1cccc(NC(N)=S)c1
#38 CCCCNC(=O)/C=C\C(=O)O
#39 CC(=O)C(C(C)=O)c1nc2sc3cc(Cl)ccc3n2c(=N)c1C#N
#40 CCC/C=C(/C=O)CC

entry no.	36	37	38	39	40
OVCAR-3	117	89	95	86	108
OVCAR-8	102	94	99	90	107
NCI-H460	104	110	116	95	94
NCI/ADR-RES	.	98	97	88	107
NCI-H522	88	97	104	83	97
NCI-H226	104	98	112	75	102
NCI-H322M	110	88	102	87	103
NCI-H23	106	99	97	81	106
OVCAR-5	98	104	92	95	106

#41 CCCCCCCCCCCc1nc2ccccc2s1
#42 Cc1ccc(-n2cnc3c(NC(=O)Nc4ccccc4)ncnc32)cc1
#43 COc1ccc(C(=O)CSc2nc(Nc3cccc(S(N)(=O)=O)c3)cc(-c3ccccc3)n2)cc1
#44 O=C1c2cccc3cccc(c23)C(=O)N1CCCN[C@@H]1CCC[C@H]1NCCCN1C(=O)c2cccc3cccc(c23)C1=O
#45 CN(C)c1ccc(-c2cc(-c3cccc(Br)c3)n[nH]2)cc1

entry no.	41	42	43	44	45
OVCAR-3	.	106	.	64	93
OVCAR-8	102	98	99	40	93
NCI-H460	105	97	97	23	88
NCI/ADR-RES	101	95	105	78	95
NCI-H522	103	90	93	55	66
NCI-H226	94	86	98	67	79
NCI-H322M	104	89	95	45	87
NCI-H23	99	95	106	63	89
OVCAR-5	102	99	99	62	86

#46 C[n+]1c(/C=C\C=C\N2CCCCC2)sc2ccccc21
#47 CCN(C(=O)N1CCN(c2cc3c(cc2F)c(=O)c(C(=O)O)cn3C2CC2)CC1)c1nc(-c2ccc(Cl)cc2)cs1
#48 O=CN1N=C(c2ccc(F)cc2)CC1c1cn(Cc2ccc(Cl)cc2)c2ccccc12 (centres undefined)
#49 Cc1ccccc1CC(=O)O
#50 O=C(Nc1ccc(Br)cc1)Nc1ccc(F)c(C(=O)c2c[nH]c3ncccc23)c1F

entry no.	46	47	48	49	50
OVCAR-3	-25*	10	73	116	100
OVCAR-8	-18*	14	81	104	99
NCI-H460	0.5*	8.5*	82	114	93
NCI/ADR-RES	62	4.7*	73	108	97
NCI-H522	-49*	1.7*	67	100	90
NCI-H226	18	12	61	105	80
NCI-H322M	18	11	80	78	91
NCI-H23	12	3.9*	70	115	97
OVCAR-5	18	24	76	106	105

#51 O=C(Cn1ccnc1)NC(c1ccccc1)c1ccccc1
#52 Nc1nc(SCc2ccccc2)c2ncn(C3CCCO3)c2n1 (centres undefined)
#53 COc1ccc2c(c1)nnn1c3ncccc3c(Br)c21
#54 Nc1nc(Nc2ccncc2)nn1Cc1cccc(Br)c1
#55 CC1CNC(=S)O1 (centres undefined)

entry no.	51	52	53	54	55
OVCAR-3	116	106	96	105	101
OVCAR-8	102	100	85	115	102
NCI-H460	103	94	96	116	104
NCI/ADR-RES	102	104	95	114	102
NCI-H522	93	96	81	106	87
NCI-H226	100	98	94	111	92
NCI-H322M	99	109	79	104	95
NCI-H23	95	102	92	108	102
OVCAR-5	84	107	94	118	110

#56 COc1ccc(-c2c(C#N)c(N)nc3c2CCCC3C)cc1 (centres undefined)
#57 CN1CCN(Cc2ccc(NC(=O)c3cncc(C#Cc4cnc(N)c5ncccc45)c3)cc2)CC1
#58 O=C(NNc1ccccc1)OCc1ccccc1
#59 Cc1cccc(Oc2ncccc2[N+](=O)[O-])c1C
#60 O=C(/C=C/C=C/c1ccc2c(c1)OCO2)NN=C(c1ccc(F)cc1)c1ccc(F)cc1

entry no.	56	57	58	59	60
OVCAR-3	113	108	91	124	111
OVCAR-8	93	97	61	120	102
NCI-H460	96	109	79	116	96
NCI/ADR-RES	76	100	55	112	98
NCI-H522	86	106	82	99	92
NCI-H226	98	122	98	103	98
NCI-H322M	113	114	68	113	92
NCI-H23	90	97	103	108	100
OVCAR-5	95	158	53	110	103

#61 OCCSc1ccccc1
#62 COCC1=C(C(=O)OC(C)OC(=O)OC(C)C)N2C(=O)[C@@H](NC(=O)/C(=N/OC)c3csc(N)n3)[C@H]2SC1 (some centres undefined)
#63 Nc1nc(N)c(N=O)c(N)n1
#64 CC(C)(C)c1ccc(OCCOCCCl)c(Cl)c1
#65 CC(C)(CO)c1ccccc1
#66 O=c1oc2ccc(F)cc2c(=O)n1-c1ccc(Cl)cc1F
#67 Cc1nn(-c2ccccc2)c(N2CCCCC2)c1-c1nc2ccc(C(=O)O)cc2[nH]1
#68 NC(CS/C(Cl)=C/Cl)C(=O)O (centres undefined)

entry no.	61	62	63	64	65	66	67	68
OVCAR-3	111	118	115	101	109	8.6*	105	102
OVCAR-8	100	108	97	98	111	9.3*	94	65
NCI-H460	109	117	105	105	105	3.2*	102	-46*
NCI/ADR-RES	103	108	100	109	97	3.0*	101	86
NCI-H522	92	91	96	87	.	-17*	88	93
NCI-H226	110	97	98	96	99	.	110	87
NCI-H322M	112	107	110	92	111	7.6*	103	73
NCI-H23	96	107	100	111	89	4.6*	105	98
OVCAR-5	114	110	104	94	97	18	99	100
